Rat MKP-3 inhibitors: MKP-3 phosphatase inhibitors, primary screen, biochemical, rat enzyme, in vitro (AID 425); hit rate 0.17% among 110,000; recombinant MKP-3 phosphatase activity, fluorescence; higher % means a stronger effect; one-dose inhibition, % at 20 µM; IC50 in µM for titrated hits; in the data active = inhibition above about 50%;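 also: plate controls were vehicle for no effect and reference inhibitor for full effect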
Hsp70 displacement: Hsp70 inhibitors, probe displacement, primary screen, biochemical, fluorescence polarization (AID 583). Hsp70 fluorescence polarization probe displacement, mP; higher % means a stronger effect. displacement, % at 20 µM, or IC50 in µM where a hit was titrated. hit rate 0.06% among 140,000; in the data active = displacement above about 50%;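 also: plate controls were vehicle for no effect and reference ligand for full effect; a part of the inactive calls stands beside numbers as strong as those of hits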
* marks the source's active call; other numbers are inactive results; / = not tested or not shown; & = joins results of further samples.

molecule	Rat MKP-3 inhibitors	Hsp70 displacement
CCOC(=O)C1=C(N)Oc2cc(O)ccc2C1c1ccc([N+](=O)[O-])cc1 (configuration not stated)	-2%	7.0%
Cc1nc2ccccc2c(=O)n1NC(=O)c1c(O)c2c(n(CC(C)C)c1=O)CCCC2	-5%	2.2%
Cc1cccc(N(CC(=O)NC2CCCCC2)C(=O)CCC(=O)Nc2ccccn2)c1	-6%	5.7%
CCOC(=O)Cc1cc(=O)n2[nH]c(-c3ccc(C)cc3)cc2n1	/	-7.5%
CCOC(=O)Cc1csc(NC(=O)CSc2nnc(-c3ccc(C)cc3)o2)n1	3%	-2.4%
Cc1ccc(CSCC(=O)N2CCN(c3ccc(F)cc3)CC2)cc1	/	0.9%
COC(=O)c1ccc2c(=O)n(Cc3ccco3)c(SCC(=O)Nc3ccc(C)c(Cl)c3)nc2c1	4%	-0.6%
COC(=O)c1c(N)n(-c2ccc(N3CCOCC3)cc2)c2nc3ccccc3nc12	-10%	0.8%
COc1ccc(C(=O)N2CCN(Cc3ccc(SC)cc3)CC2)cc1OC	4%	-5.2%
COc1ccccc1OCCCn1cc(C#N)c2ccccc21	-6%	-2.5%
O=C(Nc1c(-c2cccs2)nc2ccc(Cl)cn12)c1ccc(Cl)cc1	3%	5.7%
CC(Sc1ccc(Cl)cc1)C(=O)NCc1cccnc1 (configuration not stated)	/	2.4%
CSc1nc2sc3c(c2c2nnnn12)CCN(C)C3	0%	2.9%
O=C(CC12CC3CC(CC(C3)C1)C2)NCc1ccncc1	/	-2.5%
COc1cc(C(=O)NC2CC3CCCC(C2)N3C2CC2)cc(OC)c1OC (configuration not stated)	-10%	-0.7%
O=C1CC(=O)N(Cc2cccs2)C(=O)N1	-5%	-4.6%
CCOC(=O)c1cnc2ccc(Cl)cc2c1N1CCN(C)CC1	-1%	1.0%
CCc1ccccc1NC(=O)CN(c1cccc(OC)c1)S(=O)(=O)c1ccccc1	0%	3.4%
CCCCOc1ccc(C(C)(O)CCN2CCOCC2)cc1 (configuration not stated)	2%	-2.0%
O=C(NCCN1CCCCC1)/C(=N\O)c1ccccn1	0%	1.8%

Structures listed so far containing two or more sulfur atoms:
molecule	Rat MKP-3 inhibitors	Hsp70 displacement
CCOC(=O)Cc1csc(NC(=O)CSc2nnc(-c3ccc(C)cc3)o2)n1	3%	-2.4%
CSc1nc2sc3c(c2c2nnnn12)CCN(C)C3	0%	2.9%

Carrying on:
molecule	Rat MKP-3 inhibitors	Hsp70 displacement
CCn1nnnc1SCC(=O)c1ccc(C)cc1	/	-3.6%
COc1ccc(Br)cc1C(=O)Nc1ccc(N2CCN(S(C)(=O)=O)CC2)cc1	-6%	5.7%
COc1ccc(/C=C2\C(=O)NN(c3ccc(Cl)c(Cl)c3)C2=O)cc1OC	0%	2.0%
C/C(NC(=O)c1cccs1)=C1\C(=O)C[C@@H]2[C@H]1C2(C)C	-8%	1.8%
Cc1nc2c3ccccc3n(CC#N)c(=O)n2n1	-2%	-5.9%
CN1CCN(C(=O)CCNC(=O)Cn2ccc3ccccc3c2=O)CC1	/	-2.2%
COc1ccccc1-c1nn2c(-c3ccccc3Cl)nnc2s1	-15%	3.1%
CCOC(=O)C1CSC(CC(=O)Nc2ccc(OCC)cc2)C(=O)N1 (configuration not stated)	/	2.2%
O=C(NC(=S)Nc1cc([N+](=O)[O-])ccc1Cl)c1ccccc1	/	8.5%
O=C(c1cc(-c2ccco2)on1)N1CCN(c2ccccc2)CC1	-1%	-7.4%
NC(=O)N/N=C/c1ccc(-c2cccc(C(F)(F)F)c2)o1	1%	2.5%
Cc1sc(NC(=O)c2cccs2)c(C(N)=O)c1C	-7%	-5.9%
COC(=O)c1ccc(C(=O)OC)c(NC(=O)C(C(C)C)N2C(=O)c3ccccc3C2=O)c1 (configuration not stated)	2%	-4.0%
Cc1nc(CCNC(=O)c2cccs2)cs1	/	4.1%
C=CCOc1ccc(/C=C(\C(=O)c2ccc(C)cc2)c2nc3ccccc3o2)cc1	3%	-2.2%
COC(=O)CN1C(=O)N(c2ccccc2)C(N(O)C(=O)Nc2ccccc2)C1(C)C (configuration not stated)	-12%	1.5%
N/C(=N/c1nc2ccccc2o1)NC(=O)c1sc2ccccc2c1Cl	6%	2.5%
O=C(NC1CC1)c1nc2c(nnn2Cc2ccccc2Cl)c(=O)[nH]1	/	6.9%
COc1ccc(CNC(=O)C2CCN(S(=O)(=O)c3cc(OC)ccc3OC)CC2)cc1	1%	1.5%
C=CCNC(=O)CN(c1ccc(C)c(Cl)c1)S(C)(=O)=O	-1%	-3.1%
COc1cccc(C(=O)OCCN2CCCCC2)c1	/	-0.4%
COc1ccc(C(O)P(=O)(OC2CCCCC2)c2ccc(N(C)C)cc2)cc1OC (configuration not stated)	3%	-2.9%
O=C(CCC(=O)c1cccs1)OCC(=O)c1ccc(Cl)s1	-7%	-5.0%
CCc1nnc(NC(=O)c2ccccc2F)s1	4%	-4.4%
COC(=O)Cn1c(C)c(C#N)c2ccccc21	/	-0.5%
C#CCSc1nncn1C(=O)/C=C/c1cccs1	4%	-5.4%
O=C1/C(=C/c2ccc(I)o2)SC(=S)N1c1ccccc1	0%	-3.4%
Cn1ccnc1Sc1nc(Nc2cccc(Cl)c2)nc(N2CCOCC2)n1	5%	-6.7%
O=C(Nc1nccs1)C1CCCN1S(=O)(=O)c1ccc(F)cc1 (configuration not stated)	-6%	1.6%
c1ccc2c3nnc4n(c-3nc2c1)CCCS4	-4%	-1.4%
CCCCCOC(=O)CSc1nc2c(c(=O)[nH]c(=O)n2C)n1Cc1ccc(Cl)cc1	-2%	3.4%
COc1ccc(C2Nc3ccccc3NC3=C2C(=O)CC(C)(C)C3)cc1O (configuration not stated)	-1%	-3.4%
O=C(Cc1cccc2c(S(=O)O)cccc12)NC(c1ccccc1)c1ccccc1	4%	-1.4%
CC(C)(C)c1ccc(S(=O)(=O)NCc2ccc(C(=O)N3CCCC3)cc2)cc1	/	2.5%
CC1=NN(c2ccccc2)C(=O)C1/C=C1\C(=O)NC(=S)N(c2ccc(F)cc2)C1=O (configuration not stated)	4%	-2.7%
O=C(CC1SC(=Nc2ccccc2)N(CCCCO)C1=O)NCc1ccccc1 (configuration not stated)	-15%	4.0%
Cc1nnc2n1N=CC=C(c1ccccc1)S2	-15%	3.1%
Cc1cccc(NC(=O)c2sc(C)nc2C)c1	/	7.1%
Cc1cc(C)cc(NCc2ccco2)c1	0%	3.7%
Oc1ccc(CNc2ccccc2O)cc1	/	-0.7%
COC(=O)[C@H](CCSC)NC(=O)Nc1ccc(C(C)C)cc1	-3%	-1.6%
CC(=Nc1ccc(O)cc1)c1sc2ccccc2c1O	-14%	-9.2%
Cn1cnnc1Sc1nc2c(c(=O)n(C)c(=O)n2C)n1Cc1ccc(Cl)cc1Cl	3%	4.6%
COc1ccccc1-c1nnc2n1N=C(C(C)(C)C)CS2	-8%	-2.1%
C=CCn1c(Sc2nnc(C)s2)nc2c1c(=O)[nH]c(=O)n2C	1%	-4.4%
CCn1c(SCc2nc3ccccc3s2)nnc1-c1cccs1	0%	-7.9%
CN1C(=O)CC(N2CCC(c3nc4ccccc4s3)CC2)C1=O (configuration not stated)	-17%	-3.3%
O=C(O)c1cc(C(=O)O)c2cc(Cl)ccc2n1	2%	-1.1%
COC(=O)c1ccc(Cl)c(NC(=O)CN2CCOCC2)c1	-4%	1.6%
COc1ccc(CNC(=O)CSc2nc(-c3ccccc3)c(-c3ccccc3)[nH]2)cc1	4%	0.4%
O=C(CSc1nnc(CNC(=O)c2cccs2)o1)c1ccc(Cl)cc1	5%	/
Cc1onc(-c2ccccc2Cl)c1C(=O)OCC(=O)c1ccccc1	/	0.2%
Cc1ccc(S(=O)(=O)N2CCC(C(=O)NCc3ccccc3Cl)CC2)cc1	/	4.7%
CCOc1ccc(NC(=O)CSc2nc3cccnc3n2CCOC)cc1	-8%	3.0%
Cc1cc(/C=C2/SC(=S)NC2=O)c(-c2ccccc2)n1-c1ccccc1	3%	-39%
Cn1c(/C(C#N)=N/O)nc2ccccc21	/	1.2%
COc1ccc(NC(=O)CN(c2ccc(OC)cc2OC)S(=O)(=O)c2ccc(C)cc2)c(OC)c1	-2%	-6.0%
Cc1ccc(NC(=O)c2noc3c2CCc2ccccc2-3)cc1	/	0.7%
Cc1ccccc1OCC(=O)Nc1ccccc1-c1ccccc1	2%	1.4%
COc1ccc(Nc2cc(C)nc3ncnn23)c(OC)c1	-5%	-1.0%

Further structures:
molecule	Rat MKP-3 inhibitors	Hsp70 displacement
C/C(=C\c1ccc(Br)cc1)C(=O)c1c(C)cc(C)[nH]c1=O	-1%	1.5%
COc1ccc(CCNC(=O)Cc2nn(C)c(=O)c3ccccc23)cc1OC	-12%	5.0%
Cc1nnc(SCC(=O)NC(C)c2ccccc2)[nH]c1=O (configuration not stated)	7%&3%	1.4%&-0.5%
COc1ccccc1N(CC(=O)NCc1ccccn1)S(C)(=O)=O	0%	0.3%
CC(=O)Nc1ccc(N2C(C(C)=O)=NN(c3ccc(Cl)cc3)C2c2sccc2C)cc1 (configuration not stated)	/	-7.5%
COc1ccc(-c2[nH]ncc2-c2ccc3c(c2)OCCO3)c(O)c1	-14%	0.6%
COc1ccccc1CC(=O)NC1CCCCCC1	4%	-0.2%
O=C(CSc1nc2ccccc2[nH]1)c1cccs1	-12%	-0.3%
O=C(COc1ccc2ccccc2c1)NCCCN1CCOCC1	1%	0.3%
Cc1ccc(S(=O)(=O)Nc2ccc(OC(=O)c3ccc(Cl)cc3)cc2)c(C)c1	-3%	0.4%
Cc1cc(C(=O)N2CCN(c3cccc(Cl)c3)CC2)ccc1[N+](=O)[O-]	-1%	-0.5%
COCCCNc1ccc2c3c(nc(=O)n2C)-c2ccccc2C(=O)c13	2%	40%
Cc1ccccc1NC1(C#N)C(=O)Nc2ccccc21 (configuration not stated)	/	-1.8%
CC(=O)CCS(=O)(=O)c1ccc(Oc2ccc(S(=O)(=O)CCC(C)=O)cc2)cc1	/	-0.4%
CC(C)c1ccc(N2CC(C(=O)Nc3nccs3)CC2=O)cc1 (configuration not stated)	-14%	3.3%
Cc1ccccc1/C=N/N1CCN(Cc2cccc3ccccc23)CC1	1%	-1.0%
CCOc1cc(C)c(C(C)C)cc1S(=O)(=O)NCc1ccccn1	-5%	-2.8%
COC(=O)c1[nH]c2ccc(C)cc2c1NC(=O)Nc1ccccc1OC	-6%	1.1%
CC(=O)c1ccc(NC(=O)c2cnn3c(C(F)(F)F)cc(-c4cccs4)nc23)cc1	14%	-5.7%
CCOC(=O)c1c(NC(=O)OC)sc(C(=O)N(C)C)c1C	3%	-2.6%
COc1ccc(C2C=C(c3ccccc3)Nc3nc(NC(C)=O)nn32)cc1 (configuration not stated)	/	9.4%
Cc1cc(-c2ccco2)c(C#N)c(=S)[nH]1	0%	-4.1%
CC(=O)N1CCN(S(=O)(=O)c2ccc(C)cc2)C1c1ccc(N(C)C)cc1 (configuration not stated)	-7%	-1.9%
Cn1c(N2CCN(C(=O)Nc3ccc(C(F)(F)F)cc3)CC2)nc2ccccc21	6%	-0.5%
CCOc1ccc(C(=O)Nc2ccc3oc(-c4ccccc4Cl)nc3c2)cc1	-4%	-2.3%
Cc1cc(Br)ccc1S(=O)(=O)n1ccnc1	0%	-3.0%
COc1cccc(/C=N/n2c(=S)n(C)c3ccccc32)c1OC	/	-3.1%
COC(=O)c1c(C(=O)OC)c2ccncn2c1Cl	-8%	-5.0%
O=c1oc2ccc(Br)cc2cc1-c1csc(-c2cc3cc([N+](=O)[O-])ccc3oc2=O)n1	-3%	1.4%
O=C1N(S(=O)(=O)c2ccccc2F)C(=O)C2(CCCC2)N1S(=O)(=O)c1ccccc1F	-12%	-0.3%
CN(C(=O)C(c1ccccc1)c1ccccc1)c1ccccc1	-3%	0.2%
Cn1c(NC(=O)c2ccc(C(C)(C)C)cc2)cc(=O)n(C)c1=O	3%	5.2%
CCOC(=O)C(CCCCCOc1ccccc1C(C)(C)C)C(=O)OCC	0%	2.7%
NNC(=O)c1cc(=O)[nH]c2ccccc12	5%	-1.4%
Cc1nc(N2CCN(c3ccccc3)CC2)[nH]c(=O)c1Cc1cccc2ccccc12	-8%	3.0%
CCCOC(=O)Nc1nnc(CCC)s1	/	1.1%
CC(=O)OCCCN1c2ccccc2Nc2nnc(-c3ccccc3)cc21	/	1.5%
CN1C(=O)/C(=C2\SC(=S)N(Cc3ccco3)C2=O)c2ccccc21	0%	1.1%
O=C(CN1CC(=O)Oc2ccccc21)OCC(=O)c1ccc(Br)cc1	/	2.1%
Cc1ccc(C(=O)Nc2nnc(-c3cccs3)s2)cc1C	-3%	-0.6%
Cn1cc(C(=O)NCc2ccc(F)cc2)c(=O)c2cc(S(=O)(=O)N3CCCCC3)ccc21	/	-0.3%
COc1ccc2ccccc2c1C=Nc1ccc(S(N)(=O)=O)cc1	7%	-0.8%
C1=C(C(c2nnnn2C2CCCCC2)N2CCCCC2)COc2ccccc21 (configuration not stated)	-9%	-4.5%

Quoted from the listing.
`CCn1c(SCc2nc3ccccc3s2)nnc1-c1cccs1` in Rat MKP-3 inhibitors = 0%
`NC(=O)N/N=C/c1ccc(-c2cccc(C(F)(F)F)c2)o1` in Rat MKP-3 inhibitors = 1%
`CC(=Nc1ccc(O)cc1)c1sc2ccccc2c1O` in Hsp70 displacement = -9.2%
`CC(=O)CCS(=O)(=O)c1ccc(Oc2ccc(S(=O)(=O)CCC(C)=O)cc2)cc1` in Hsp70 displacement = -0.4%

Bioassay records as filed in PubChem.

This is a subset. The share of hits here may be higher or lower than overall.
